# Diaph inh CS = counter-screen for diaphorase-based assays: diaphorase inhibitors and chemical oxidizers. 190,000 compounds, 0.69% hits. inhibition, % at 20 µM. diaphorase resazurin-to-resorufin fluorescence, NADH, 16 min; bacterial (C. kluyveri) enzyme, not human;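 active = primary screen inhibition at 20 µM above a set limit, cut at about 50% in these data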;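 also: plate controls were DMSO with full reaction for no effect and wells lacking NADH for full effect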
#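 Test system: Clostridium kluyveri diaphorase enzyme / Quantity: diaphorase at 0.14 U/mL in enzyme working solution / Incubation: 16-min room-temperature incubation before reading / Benchmarks: NADH-free wells as positive control, DMSO-only neutral wells / Signal: resorufin fluorescence 544/590 nm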
# bIAP inh = blocks bovine intestinal alkaline phosphatase activity | purified bovine IAP, CDP-star luminescence, 30 min | 190,000 tested, under 10 active | inhibition, % at 20 µM;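 active = over 50% inhibition of intestinal alkaline phosphatase at 20 µM in the single-dose screen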
#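 System: purified bovine intestinal alkaline phosphatase (IAP) enzyme; Input: IAP diluted 1/65,000,000 in the well; Measured by: CDP-star luminescence signal; Compound dosing: 20 µM single dose; Incubation: 30 min reaction at room temperature.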
# bIAP act = increases bovine intestinal alkaline phosphatase activity | purified bovine IAP, CDP-star luminescence, 30 min; stronger effect = higher value; fold of DMSO-control signal, blank-subtracted | 200,000 compounds, 0.17% hits | activation factor at 20 µM;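 active = activation factor of 2 or more at 20 µM, a signal rise over negative controls twice the positive control's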
# TNAP inh hi DEA = inhibitors of human TNAP at high phosphate acceptor concentration | P05186 | purified TNAP, CDP-star luminescence, 1 M DEA | inhibition, % at 20 µM | 200,000 compounds, 0.03% hits;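 active = over 50% inhibition of tissue-nonspecific alkaline phosphatase at 20 µM in the single-dose screen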;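 also: plate controls were DMSO wells for no effect and EDTA-quenched wells as full inhibition for full effect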
# Target sequence (P05186 whole entry, looked up): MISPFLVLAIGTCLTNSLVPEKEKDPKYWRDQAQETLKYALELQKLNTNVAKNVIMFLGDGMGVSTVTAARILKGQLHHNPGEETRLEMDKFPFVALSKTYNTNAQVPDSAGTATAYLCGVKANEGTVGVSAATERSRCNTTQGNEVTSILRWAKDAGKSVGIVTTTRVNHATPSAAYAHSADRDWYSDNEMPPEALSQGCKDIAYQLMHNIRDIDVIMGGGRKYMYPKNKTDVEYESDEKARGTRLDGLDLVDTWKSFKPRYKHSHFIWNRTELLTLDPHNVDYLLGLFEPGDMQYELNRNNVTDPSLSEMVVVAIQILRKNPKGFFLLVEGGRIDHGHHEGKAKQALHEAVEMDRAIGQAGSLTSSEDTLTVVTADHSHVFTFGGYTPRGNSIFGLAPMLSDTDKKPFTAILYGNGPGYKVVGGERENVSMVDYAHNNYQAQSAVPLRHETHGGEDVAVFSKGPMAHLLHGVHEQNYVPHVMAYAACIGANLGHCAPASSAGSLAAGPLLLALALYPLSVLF
# Diaph act CS = counter-screen for diaphorase-based assays: diaphorase activators and chemical reducers | 190,000 compounds, 0.005% hits | activation factor at 20 µM | Diaphorase/resazurin coupled assay, resorufin fluorescence, 16 min; stronger effect = higher value; 1 = vehicle wells, 0 = NADH-free wells;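 active = diaphorase activity raised at least twofold by the compound at 20 µM; inactive = activation factor below 2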
#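 Material: Purified diaphorase enzyme from Clostridium kluyveri | Buffer or medium: 50 mM HEPES pH 7.4 with 4.542 mM MgCl2, 0.005% Tween 20 | Times: 16 min enzyme reaction, ambient temperature | Signal: Red resorufin fluorescence at 544/590 nm excitation/emission | Measure: Increased resorufin signal from activators or reducing compounds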
# L major viab = reduces viability of Leishmania major promastigotes | resazurin fluorescence viability | inhibition, % at 10 µM | 200,000 compounds, 9% hits | AID 1063; in the data active = inhibition above about 50%;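 also: promastigotes grown with compound for 44 hours at 28 °C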
# PMI act hi M6P = PMI (human) activation, high substrate; P34949; coupled PMI enzyme assay, resazurin fluorescence, 20 min; stronger effect = higher value; 1 = untreated enzyme, 0 = substrate-free blank; 190,000 compounds, 0.34% hits; AID 1216; activation factor at 20 µM;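 active = activation factor of 2 or more at 20 µM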
# Target sequence (P34949 whole entry, looked up): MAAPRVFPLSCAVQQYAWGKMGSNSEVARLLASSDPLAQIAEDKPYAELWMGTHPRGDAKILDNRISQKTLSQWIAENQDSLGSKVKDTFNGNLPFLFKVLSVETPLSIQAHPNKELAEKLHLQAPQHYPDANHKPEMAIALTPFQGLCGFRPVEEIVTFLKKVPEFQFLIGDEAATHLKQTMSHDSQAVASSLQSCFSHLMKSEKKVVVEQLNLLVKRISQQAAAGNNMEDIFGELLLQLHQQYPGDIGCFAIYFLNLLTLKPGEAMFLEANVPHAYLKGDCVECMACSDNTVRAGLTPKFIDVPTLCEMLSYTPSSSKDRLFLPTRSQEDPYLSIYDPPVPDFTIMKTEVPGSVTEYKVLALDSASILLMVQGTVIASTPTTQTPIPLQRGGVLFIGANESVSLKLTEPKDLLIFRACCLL
#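 Test system – human PMI in coupled enzyme assay · Timing – 20 min incubation at room temperature · Detection – Diaphorase-driven resazurin-to-resorufin fluorescence, excitation 544, emission 590 nm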
# TNAP inh noacc = TNAP (human) inhibition, acceptor-free conditions. inhibition, % at 20 µM. P05186. 200,000 compounds, 0.26% hits. AID 1012. purified TNAP, CDP-star luminescence, 30 min;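 active = tissue-nonspecific alkaline phosphatase inhibition above about 50% at 20 µM in the single-dose screen, limit read from the data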;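 also: 0% = DMSO negative control and 100% = EDTA positive control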
# TNAP act hi DEA = activators of human TNAP at high phosphate acceptor concentration; P05186; purified TNAP, CDP-star luminescence, 1 M DEA, 30 min; stronger effect = higher value; 0 = EDTA background, 1 = DMSO-only activity; activation factor at 20 µM; 200,000 tested, under 10 active; AID 1136;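 active = activation factor at least 2 at 20 µM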
#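 Assay system: human TNAP; Input: enzyme diluted 1/800 final; Reagent: CDP-star luminogenic substrate at 100 µM final; Timing: 30 min, room temperature; Signal: luminescence; Evaluation: TNAP activation factor scaled between EDTA and DMSO control wells.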
# PMI activator = increases human mannose-6-phosphate isomerase activity; P34949; AID 1214; purified human PMI, coupled resazurin fluorescence, 20 min; stronger effect = higher value; 1 = vehicle control, 0 substrate-free wells; activation factor at 20 µM; 190,000 compounds, 0.005% hits;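 active = activation factor of 2 or more at 20 µM, relative to plate controls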
# The depositor's hits bear a star; / = not tested or not shown.
SMILES,Diaph inh CS,bIAP inh,bIAP act,TNAP inh hi DEA,Diaph act CS,L major viab,PMI act hi M6P,TNAP inh noacc,TNAP act hi DEA,PMI activator
COc1cccc(-c2nnc(-c3ccc(C)o3)o2)c1,1,-4,1,4,1,0,1.1,-3,1,1.1
Cc1c(N2C(=O)SC(CC(=O)O)C2=O)c(=O)n(-c2ccccc2)n1C (centres undefined),-7,-25,1.3,-3,1.1,-3,1.1,-4,1,1.1
C/C(=N\OC(=O)NC(C)C)c1sc(-c2ccccc2)nc1C,15,7,0.9,-4,0.8,2,1,-10,1,1
Fc1ccc(-c2nnc(CSc3nnc(-c4ccc5c(c4)OCO5)o3)o2)cc1,4,-14,1.1,-5,1,0,1.1,-10,1.1,1
Cc1c(NC(=O)COC(=O)C2(c3ccc(F)cc3)CCCC2)c(=O)n(-c2ccccc2)n1C,16,6,0.9,-5,0.8,-9,0.9,-14,1.1,1
O=C(OCc1cc2ccccc2[nH]c1=O)C1CCCCC1,9,13,0.9,-6,0.9,0,0.9,1,1.1,1
O=C(O)[C@H](Cc1ccccc1)N1C(=O)c2ccncc2C1=O,17,3,1,-4,0.8,1,0.9,-11,1,0.9
COc1ccc(-n2c(C)cc(-c3csc(N)n3)c2C)cc1,46,20,0.8,5,0.5,-2,1.3,-50,1,1.2
Cc1ccc(NC(=S)NC2CC3CCC(C2)N3Cc2ccco2)c(C)c1 (centres undefined),18,4,1,-3,0.8,89*,0.9,-13,1,0.8
C=CCn1c(SCc2c(C)noc2C)nc2sc3c(c2c1=O)CCCC3,22,0,1,-7,0.8,13,0.9,3,1.1,0.9
CCS(=O)(=O)NCC(c1ccco1)N1CCN(c2ccc(F)cc2)CC1 (centres undefined),0,22,0.8,0,1,-6,1,-7,1,1
Cc1ccccc1/C=N/NC(=O)Cc1ccc(Cl)cc1,22,9,0.9,-4,0.8,4,0.8,-9,1,0.9
Oc1ccccc1C1Nc2cccc3cccc(c23)N1,34,4,1,8,0.7,-6,0.6,0,0.9,0.9
CCc1nnc(NC(=O)CSc2nnc(-c3c[nH]c4ccccc34)n2CCOC)s1,16,-2,1,-4,0.8,-9,0.9,-8,1,0.9
O=C(O)c1sccc1SCc1ccc(Cl)c(Cl)c1,3,0,1,-2,1,-7,1.1,-8,1,1.1
O=C1C2C3C=CC(C3)C2C(=O)N1Cc1cccnc1 (centres undefined),10,4,1,-9,0.9,-5,1.1,-15,1.1,1.1
COc1ccccc1C(=O)c1cc2ccc(O)cc2oc1=O,2,18,0.8,10,1,-3,1,5,0.9,1
COC(=O)CC1=C(C(=O)OC)C(c2cc(OC)c(OC)cc2OC)C(C#N)=C(N)O1 (centres undefined),23,7,0.9,-6,0.8,0,0.8,-5,1.1,0.8
COc1ccnc(NCc2cccnc2)c1C#N,16,7,0.9,-4,0.8,-4,0.9,-12,1,0.9
C=CCN1C(=O)CN=C1Nc1ccccc1,6,5,0.9,-1,0.9,-6,1.1,-8,1,1

# Looked up by structure from above (four):
SMILES,Diaph inh CS,bIAP inh,bIAP act,TNAP inh hi DEA,Diaph act CS,L major viab,PMI act hi M6P,TNAP inh noacc,TNAP act hi DEA,PMI activator
Fc1ccc(-c2nnc(CSc3nnc(-c4ccc5c(c4)OCO5)o3)o2)cc1,4,-14,1.1,-5,1,0,1.1,-10,1.1,1
C=CCN1C(=O)CN=C1Nc1ccccc1,6,5,0.9,-1,0.9,-6,1.1,-8,1,1
CCS(=O)(=O)NCC(c1ccco1)N1CCN(c2ccc(F)cc2)CC1 (centres undefined),0,22,0.8,0,1,-6,1,-7,1,1
Cc1c(NC(=O)COC(=O)C2(c3ccc(F)cc3)CCCC2)c(=O)n(-c2ccccc2)n1C,16,6,0.9,-5,0.8,-9,0.9,-14,1.1,1

# Going on with the list:
SMILES,Diaph inh CS,bIAP inh,bIAP act,TNAP inh hi DEA,Diaph act CS,L major viab,PMI act hi M6P,TNAP inh noacc,TNAP act hi DEA,PMI activator
NC(=S)NNC(=O)Nc1cccc(Cl)c1,14,19,0.8,-1,0.9,-1,1,-26,1,1
Nn1c(SCC(=O)Nc2ccc(Oc3ccccc3)cc2)nnc1C1CC1,10,4,1,-4,0.9,-4,1,-8,1,1
COc1ccc(NS(=O)(=O)c2cccc(NC(=O)CCC(=O)c3ccc(Cl)cc3)c2)cc1,31,2,1,1,0.7,80*,0.8,-3,1,0.8
COc1cccc(N2C(=O)C3CCCN3C2c2ccc(N(C)C)cc2)c1 (centres undefined),3,2,1,-5,1,0,0.9,21,1.1,1.1
COc1ccc(CC2(C)OC(c3ccncc3)=NN2C(C)=O)cc1 (centres undefined),0,-20,1.2,4,1,-1,1.1,-8,1,1.1
Cn1nc([N+](=O)[O-])nc1Oc1ccccc1N,12,11,0.9,-7,0.9,97*,1,-17,1.1,1
CC(OC(=O)c1nsc(Cl)c1Cl)C(=O)NCc1ccc2c(c1)OCO2 (centres undefined),6,4,1,1,0.9,-5,0.9,1,1,0.9
Cc1cccc(NC(=S)NCc2ccco2)n1,1,0,1,2,1,13,1,-5,1,0.8
C#CCOCCOCCOCCNc1nc(N2CCN(C(=O)Cn3cc(CCCCN)nn3)CC2)nc(N2CCN(C(=O)Cn3cc(CC(C)O)nn3)CC2)n1 (centres undefined),-8,3,1,1,1.1,-6,1.1,-12,1,1
Cc1cc(C)nc(N2CCC(C(=O)NCc3ccccc3F)CC2)n1,-4,0,1,-3,1,-5,1.1,-7,1,1
COc1ccc(C)cc1NC(=O)C(NCC1CCCO1)c1ccccc1 (centres undefined),0,-43,1.4,1,1,-4,1,-4,1,1
CCn1c(=O)c(=O)[nH]c2cc(C(=O)NCC3CCCCC3)ccc21,11,6,0.9,1,0.9,68*,0.9,-5,1,0.9
CC1(C)CNc2cc([N+](=O)[O-])ccc2S1,5,8,0.9,8,0.9,11,1,9,0.9,1
Cc1ccc(-c2nc(N)s[n+]2-c2ccccc2)cc1,27,/,0.5,-3,0.7,2,0,7,1,-0.1
COc1ccc(C(=O)N2CCN(Cc3cn[nH]c3-c3ccc(OC)cc3F)CC2)cc1,13,-18,1.2,-4,0.9,-1,0.9,82*,1,0.9
CCO[C@H]1OC(C(=O)O)=C[C@@H](c2ccc(C(F)(F)F)cc2)[C@@H]1CCCO,15,12,0.9,-4,0.8,-7,1,-2,1,1
Cc1ccccc1NP(=O)(c1ccccc1)c1nc2ccccc2s1 (centres undefined),8,-1,1,2,0.9,43,0.8,-9,1,1
COc1ccc2c(c1)C1NC(=S)NC(C)(O2)C1C(=O)Nc1ccccc1C (centres undefined),0,7,0.9,2,1,6,1,-5,1,1
CCOc1cccc2cc(C(=O)NCc3cccnc3)c(=O)oc12,-1,-5,1,-4,1,-1,0.9,-10,1,0.9
CSc1nc2[nH]c3c(c2c2ncnn12)CCCC3,15,18,0.8,-2,0.8,27,0.9,-12,1,0.9

# Only Diaph inh CS, for some of the entries so far:
Structure,Diaph inh CS
Cc1ccc(-c2nc(N)s[n+]2-c2ccccc2)cc1,27
COc1ccc(C(=O)N2CCN(Cc3cn[nH]c3-c3ccc(OC)cc3F)CC2)cc1,13
CCO[C@H]1OC(C(=O)O)=C[C@@H](c2ccc(C(F)(F)F)cc2)[C@@H]1CCCO,15

# Next section:
SMILES,Diaph inh CS,bIAP inh,bIAP act,TNAP inh hi DEA,Diaph act CS,L major viab,PMI act hi M6P,TNAP inh noacc,TNAP act hi DEA,PMI activator
Cc1oc(-c2ccccc2Cl)nc1CSCC(=O)NC1CC1,10,-5,1,-6,0.9,0,1,-6,1.1,0.9
CCSC1=N/C(=C\c2cccc(F)c2)C(=O)S1,7,-1,1,1,0.9,60*,1,-9,1,1.1
CCCCN(CC)C(=S)Nc1ccc2nc3n(c(=O)c2c1)CCCCC3,14,-17,1.2,-2,0.9,55*,0.8,-13,1,0.9
CC(=O)c1c(C)nn(CC(O)Cn2c3c(c4cc(C)ccc42)CCCC3=O)c1C (centres undefined),17,6,0.9,-2,0.8,10,0.9,-5,1,1
CC1CCC(NC(=O)c2ccc(/C=C3\Oc4ccccc4N(C)C3=O)cc2)CC1 (centres undefined),19,12,0.9,2,0.8,4,0.9,-12,1,0.9
COc1ccccc1-c1nnc(SCC(=O)NC2CCCCC2)o1,10,9,0.9,-4,0.9,-5,1,-14,1,0.9
FC(F)(F)c1ccc(Oc2ccccc2Cl)nc1,7,-4,1,0,0.9,-9,0.9,-3,1,0.9
Cc1c(N2C(=O)c3ccc4c5c(ccc(c35)C2=O)CC4)c(=O)n(-c2ccccc2)n1C,13,14,0.9,4,0.9,-8,0.9,-2,1,0.9
CCOc1ccc(NC(=O)C(c2ccccn2)N(C(=O)CCl)c2ccc(OCC)cc2)cc1 (centres undefined),54*,12,0.9,10,0.5,14,0.8,-15,0.9,0.6
CC(Cc1ccccc1)C(=O)NCCO (centres undefined),3,-17,1.2,-2,1,-4,1,-6,1,1
Cc1cccc2cc(C(c3nnnn3CC3CCCO3)N3CCOCC3)c(=O)[nH]c12 (centres undefined),18,-6,1.1,-6,0.8,-5,1,-8,1.1,1
CCOC(=O)c1cccc(N2C(=O)c3ccccc3S2(=O)=O)c1,23,2,1,4,0.8,-1,1,-6,1,1
CCOC(=O)CCCNC(=O)COC(=O)CCC(=O)c1ccc(F)cc1,9,7,0.9,-2,0.9,-7,1,-8,1,1
Cc1c(NC(=O)COC(=O)c2ccc(Br)o2)c(=O)n(-c2ccccc2)n1C,2,-4,1,-1,1,1,1.1,-3,1,1
CCOc1ccc(NC(=O)CCNS(=O)(=O)c2ccc(Br)s2)cc1,21,35,0.7,0,0.8,47,0.9,-4,1,0.9
O=C1CC(C(=O)N2CCC(N3CCC(C(=O)NC4CC4)CC3)CC2)c2ccccc21 (centres undefined),-1,-8,1.1,-4,1,-2,1,-8,1,1
COc1cc2c(cc1C1NC(=S)NC(C)=C1C(N)=O)CCCC2 (centres undefined),/,12,0.9,-7,/,-1,/,0,1.1,/
COc1ccccc1OCCCCOc1ccccc1C(C)=O,15,-23,1.2,1,0.8,0,0.9,-20,1,0.8
COc1ccc(N2CCN(C(=O)Nc3ccccc3C)CC2)cc1,15,5,1,-4,0.8,-5,0.9,-15,1,0.9
CCOC(=O)c1ccccc1NC(=O)CN(c1ccccc1C)S(C)(=O)=O,4,3,1,-4,1,9,1,-24,1,1.1
CC1CCC(C(=O)c2c(O)c3ccccc3oc2=O)CC1 (centres undefined),18,10,0.9,-4,0.8,99*,1,-14,1,0.9
Clc1cc2cccnc2c2ccccc12,12,-48,1.5,-4,0.9,-2,0.7,0,1,0.9
Cc1ccc(NC(=O)N2CCN(c3ccccn3)CC2)cc1,16,19,0.8,-2,0.8,0,0.9,-12,1,1

# Bioassay records from PubChem BioAssay.
